# MgcRacGAP inhibition = MgcRacGAP GTPase-activating activity inhibitors, confirmation, biochemical, ADP Hunter fluorescence. 340,000 compounds, 0.6% hits. MgcRacGAP-stimulated Rac1 GTP hydrolysis, ADP Hunter fluorescence; higher % means a stronger effect; GST-tagged Rac1 F28L mutant substrate. inhibition, % at 30 µM, or IC50 in µM where a hit was titrated. AID 624330;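 active = first-screen hits whose inhibition reached a set limit at any dose in the follow-up dose series; inconclusive = inhibition above the set first-screen limit but never retested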;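 note: fluorescence reports GDP produced by GAP-driven GTP hydrolysis; strong numbers were not always called active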
# Salmonella PhoP GFP = inhibitors of PhoP regulon expression, primary screen, Salmonella Typhimurium, GFP reporter (AID 1863). inhibition, % at 50 µM; hits with a dose series show IC50 in µM. 300,000 compounds, 0.16% hits. S. Typhimurium PhoP-regulated promoter GFP reporter, 4 h; higher % means a stronger effect;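 active = inhibition over 29.93%, a cutoff 3 SD above the screen mean, later confirmed by dose response; inconclusive = inhibition over 29.93% but no dose response follow-up; inactive = inhibition at most 29.93% or unconfirmed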;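 note: 0% = low Mg2+ inducing control and 100% = high Mg2+ repressing control; strong numbers were not always called active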
# b-catenin transl = beta-catenin nuclear translocation modulation; HeLa beta-catenin nuclear translocation, immunofluorescence imaging; nuclear translocation activity, % at 5 µM; 190,000 compounds, 0.3% hits;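 active = nuclear translocation activity above 50% at 5 µM, with a well cell count of 50 or more; inconclusive = wells under 50 cells across six images, flagged as toxic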;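 note: per-cell ratio of nuclear to cytoplasmic median beta-catenin stain intensity; plate controls were DMSO negative control for no effect and GSK-3 inhibitor IX positive control for full effect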
#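 assay system = human HeLa cells, endogenous beta-catenin | times = compound treatment 24 h, 37°C, 5% CO2 | detection = Anti-beta-catenin immunofluorescence on PFA-fixed, Triton-permeabilized cells, DAPI nuclei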
# T cell modulator = T cell immune modulators affecting CD8 T cell-vesicle binding; 2C CD8+ T cell-vesicle binding, flow cytometry; active compounds read low; calls only at 7 µM; 330,000 compounds, 0.068% hits; AID 2052;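 active = response, share of CD8 T cells binding vesicles, and their 90th percentile fluorescence all below set limits, cut at about 80% in these data, passing the limit was not always enough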
#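 Assay system: 2C TCR transgenic mouse naive CD8+ T cells, MACS-purified | Read-out: CD8+ gate FL2 mean fluorescence as % of same-row positive control | Signal: High-throughput flow cytometry with anti-B7-1 and anti-CD8 staining | Timing: Binding step 1.5 h, 37 °C, antibody labelling 20 min, ice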
# Large T inhibition = SV40 large T antigen inhibitors, biochemical (AID 1903); inhibition, % at 20 µM; hits with a dose series show IC50 in µM; 310,000 compounds, 0.39% hits; SV40 large T antigen ATPase/helicase inhibition assay; higher % means a stronger effect; in the data active = a potency from the dose series; inconclusive = inhibition mostly from about 32% at the one dose, without a potency; inactive = the rest, 99 in 100 with inhibition below about 32%; note: strong numbers were not always called active
# WT yeast gro inh = growth inhibition of WT yeast, mitochondrial fusion screen; 190,000 compounds, 2.1% hits; mitochondrial fusion phenotypic screen, WT strain; inhibition, % at 10 µM; AID 1362; in the data active = inhibition above about 58%; tested in S. cerevisiae
# West Nile virus CPE = inhibition of WNV-induced cytopathic effect – cell-based, CPE readout (AID 1621); 290,000 compounds, 0.02% hits; West Nile virus-infected cells, CPE inhibition; higher % means a stronger effect; CPE inhibition, % at 10 µM; hits with a dose series show IC50 in µM; in the data active = a potency from the dose series; inconclusive = CPE inhibition mostly from about 3.7% at the one dose, without a potency; inactive = the rest, 99 in 100 with CPE inhibition below about 2.2%; note: strong numbers were not always called active
# RSV antiviral HEp-2 = inhibition of RSV-induced cytopathic effect – HEp-2 cells, primary 10 µM value included (AID 2391); HEp-2 cells, RSV-induced CPE inhibition; higher % means a stronger effect; CPE inhibition, % at 10 µM, or IC50 in µM where a hit was titrated; 310,000 compounds, 0.13% hits; in the data active = a potency from the dose series; inconclusive = CPE inhibition mostly from about 23% at the one dose, without a potency; inactive = the rest, 99 in 100 with CPE inhibition below about 21%; note: strong numbers were not always called active
# Myeloid diff MLP = myeloid differentiation induction; 360,000 compounds, 1% hits; ER-HoxA9 myeloid progenitors, lysozyme-GFP differentiation, flow cytometry; calls only at 10 µM;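 active = normalized GFP-positive differentiation at or above the plate's own cutoff, the solvent-only control mean plus 3 SD; inconclusive = no clear call, values can overlap the other calls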;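 note: cells exposed to compound for four days before flow analysis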
# WT yeast gro inh mutant strain = recorded beside WT yeast gro inh, whose call it bears; inhibition, %; mitochondrial fusion phenotypic screen, mutant strain inhibition
# b-catenin transl cell count 5 µM = second read-out of b-catenin transl, no call of its own (marks repeat the call); cell count; measured here: cell count, cytotoxicity flag
# T cell modulator vesicle-bound % = further read-out of T cell modulator, marked with its call; double positive events, %; measured here: CD8+ vesicle-bound cell fraction;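 binding gate set so that unloaded-vesicle control wells show 10% double positive cells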
# Myeloid diff MLP GFP+ MAC1+ % = recorded beside Myeloid diff MLP, whose call it bears; GFP+ MAC1+ double positive, %; measured here: differentiation confirmed by MAC1 staining
# * hit, by the source's call; i = inactive; ? = inconclusive; · = not tested or not shown; + = active, no number. The list is partial; count on the stated rates, not on these rows.
compound	MgcRacGAP inhibition	Salmonella PhoP GFP	b-catenin transl	b-catenin transl cell count 5 µM	T cell modulator	T cell modulator vesicle-bound %	Large T inhibition	WT yeast gro inh	WT yeast gro inh mutant strain	West Nile virus CPE	RSV antiviral HEp-2	Myeloid diff MLP	Myeloid diff MLP GFP+ MAC1+ %
COC(=O)C1=C(c2ccc(F)cc2OCc2ccccc2)C[C@@H]2CC[C@H]1N2C(=O)NCc1ccc(F)cc1	6%	·	·	·	i	25	·	·	·	·	0.2%	i	0.5
Cc1ccc(N)c(C(=O)c2ccccc2)c1	10%	8%	0.7	1332	i	5	14%	-4	-8	-0.3%	19%	i	3.7
COc1ccc2[nH]c3c(c2c1)CCN[C@H]3C	-1%	4%	·	·	i	44	8%	·	·	-0.2%	0.9%	i	0.2
COc1ccc(C2c3c(nc(C)[nH]c3=O)Oc3c2c(=O)oc2ccccc32)cc1 (stereo not drawn)	·	-14%	0.3	1306	i	33	1%	·	·	0.1%	·	·	·
O=c1c2ccccc2nc(-c2ccoc2)n1-c1ccccc1Cl	7%	2%	0.1	941	i	15	5%	-20	7	-0.4%	-1.4%	i	0.5
CN(C(=O)Cc1ccc(Cl)c(Cl)c1)C(CN1CCCC1)c1cccc(OCC(=O)O)c1 (stereo not drawn)	-2%	0%	·	·	i	34	11%	·	·	·	0.3%	i	1.4
Cc1ccc(Cn2nnnc2CN2CCC(n3nnc4cc(C)ccc43)CC2)cc1	-13%	-10%	-5.6	857	i	7	5%	34	24	-0.5%	6.9%	i	1.9
CN1CCc2cc3c(c4c2C1Cc1ccccc1-4)OCO3 (stereo not drawn)	13%	6%	·	·	i	54	-5%	·	·	-0.7%	-1.5%	i	1.0
CCOc1ccc(NC(=O)N2C[C@H]3C[C@@H](C2)c2cccc(=O)n2C3)cc1	1%	-4%	·	·	i	54	14%	·	·	-0.5%	-0.7%	i	2.6
COc1ccc(NC(=S)NC(NC(=O)CF)C(Cl)(Cl)Cl)cc1[N+](=O)[O-] (stereo not drawn)	6%	5%	-0.2	1052	i	44	3%	2	-7	-0.3%	0.6%	i	0.4
CCC(=Nc1ccccc1NC(C)=O)c1c(O)n(C)c(=O)n(C)c1=O	7%	5%	·	·	i	25	6%	0	7	-0.5%	-0.8%	i	8.1
N=c1c[n+](C2CCCCC2)[n-]o1	6%	-3%	-5.8	606	i	7	4%	-1	1	0.6%	-0.7%	i	0.6
COc1ccc(-c2nn(CCC#N)cc2C(=O)Nc2ccc(C(C)=O)cc2)cc1[N+](=O)[O-]	11%	6%	·	·	i	50	3%	·	·	-0.2%	1.1%	i	0.3
CC(C)(C)n1cc(C(=O)c2ccccc2OCCCF)cn1	9%	-6%	·	·	i	23	8%	·	·	-0.7%	1.8%	i	0.5
COc1cccc(N=Cc2c(O)n(Cc3ccco3)c(=O)[nH]c2=O)c1	4%	-6%	1.2	1577	i	37	-1%	3	-14	0.3%	1.1%	i	0.4
O=c1[nH]c(=S)[nH]c(O)c1N=Nc1cc2c(cc1[N+](=O)[O-])OCO2	10%	-9%	-0.4	959	i	14	16%	-6	-1	0.4%	3.1%	i	0.3
Nc1cc2nc3ccccc3nc2cc1N	9%	-15%	-2.1	1354	i	14	16%	·	·	1.4%	-0.3%	i	0.5
Cc1ccc(-n2nc(C)cc2NC(=O)COc2cc(C)cc3oc(=O)c4c(c23)CCC4)cc1	7%	5%	3.8	1332	i	45	31%	1	-18	-0.1%	1.1%	i	11
Cc1cccc(N=Nc2ccc(N(C)C)cc2)c1	6%	-6%	·	·	i	48	7%	·	·	-1.1%	0.6%	i	1.4
O=c1c2ccccc2nc(/C=C/c2ccccc2F)n1-c1ccccc1O	5%	4%	·	·	i	18	5%	·	·	?	1.5%	i	0.4
CC(=NCCN1CCCCC1)c1c(O)[nH]c(=O)[nH]c1=O	4%	-9%	2.5	1036	i	48	7%	9	15	-0.1%	5.7%	i	1.1
CC/C(=N\Nc1ccccc1)c1c(O)n(C)c(=O)n(C)c1=O	7%	-11%	1.3	1006	i	32	27%	23	19	-0.6%	0.4%	i	0.5
O=c1[nH]c(=O)n(Cc2ccccc2)c(O)c1C=NCCCn1ccnc1	-12%	5%	2.0	804	i	46	3%	18	22	0.4%	-0.1%	i	1.2
O=C(O)CCC(=O)NCCC1=c2ccccc2=N/C1=C\c1c(O)n(Cc2ccc(F)cc2)c(=S)[nH]c1=O	?	-3%	0.7	1357	i	56	55µM*	·	·	-0.5%	1.1%	+	0.3*
O=c1cccc2n1CC1CC2CN(C(c2ccccc2)c2sc3ncnn3c2O)C1 (stereo not drawn)	12%	-2%	-1.3	1142	i	19	1%	0	-7	0.2%	0.7%	i	1.6
CCOC(=O)[C@]1(C#N)[C@@H]2C=CC(C(C)=O)=CN2[C@@H](C(N)=O)[C@@H]1c1ccsc1	4%	-11%	·	·	i	3	13%	-7	9	0.8%	0.4%	i	1.1
CC#CP(=O)(OCC)C(O)(c1ccccc1)C(F)(F)F (stereo not drawn)	9%	13%	·	·	i	55	19%	-17	-25	0.1%	1.4%	i	1.5
CCC(=NCc1cccnc1)c1c(O)n(C2CCCCC2)c(=O)[nH]c1=O	13%	8%	-0.8	1149	i	16	1%	-8	-12	1.0%	8.1%	i	1.0
CCCCCn1c(=O)c(C(=O)NCc2ccccc2Cl)c(O)c2ccccc21	10%	-3%	·	·	i	56	6%	·	·	-2.0%	17%	i	0.9
CNC(C)Cc1ccccc1Sc1ccc(O)cc1 (stereo not drawn)	?	28%	-1.0	1340	i	61	94µM*	-12	-3	-0.5%	-4.1%	i	0.5
COC(=O)C1=C(c2ccccc2)C[C@@H]2CC[C@H]1N2C(=O)NC(C)C	12%	·	·	·	i	41	16%	·	·	-0.2%	0.4%	i	1.8
CN(C)CCNC(=O)c1cccn(Cc2cccc(C(F)(F)F)c2)c1=O	·	-9%	-2.4	1095	i	58	-1%	-6	16	0.2%	-0.9%	i	0.1
COc1ccc(CC(=O)N(C)C2CCCN(Cc3ccccc3F)C2)cc1OC (stereo not drawn)	2%	1%	·	·	i	59	25%	·	·	-0.9%	0.6%	i	0.5
O=C(Nc1ccc(Cl)cc1C(=O)c1ccccc1)c1ccc(Br)o1	7%	-5%	0.7	1302	i	45	6%	16	-4	1.2%	8.0%	i	0.7
CCc1cc(=O)oc2cc(OCC(=O)N3C[C@H]4C[C@@H](C3)c3cccc(=O)n3C4)ccc12	3%	·	·	·	i	22	·	·	·	-0.3%	0.7%	i	3.0
O=C(NCC(c1cccnc1)N1CCN(c2ccc(F)cc2)CC1)Oc1ccccc1 (stereo not drawn)	10%	0%	1.0	1170	i	9	9%	1	-14	-0.7%	0.3%	i	15
C=CC[N+]1(C)C2CCC1CC(O)C2 (stereo not drawn)	3%	-4%	-1.0	1080	i	36	8%	-5	7	0.5%	0.4%	i	0.8
CC(C)OC12Oc3ccccc3C=C1N1CCC2CC1 (stereo not drawn)	15%	3%	-9.6	848	i	17	13%	3	0	0.4%	-0.9%	i	0.6
C[C@@H]1O[C@@H](O[C@@H]2C=C3CCC4C(CC[C@]5(C)[C@@H](c6ccc(=O)oc6)CC[C@]45O)[C@@]3(C)CC2)[C@H](O)[C@H](O)[C@H]1O (stereo partly drawn)	0%	-1%	·	·	i	66	19%	·	·	·	1.5%	i	1.2
CC1CCN(S(=O)(=O)c2ccc(NN=C(C#N)C#N)cc2)CC1	·	-14%	·	·	i	48	2%	-19	8	-0.1%	5.8%	·	·
C/C(=N\NC(=O)c1ccccc1)c1c(O)n(Cc2ccccc2)c(=O)[nH]c1=O	·	4%	-0.4	1319	i	41	10%	·	·	0.5%	1.0%	i	0.4
COc1ccc(CNC(=O)C(NC(C)=O)C(C)C)cc1OC (stereo not drawn)	10%	6%	-1.7	1116	i	33	3%	9	2	0.3%	-0.4%	i	0.3
O=C(COc1ccc(Cl)cc1)N1CCN(C2CCCC2)CC1	20%	3%	·	·	i	20	3%	·	·	-0.3%	0.7%	i	3.3
COC(=O)C(O)(c1ccc(NC(=S)NC(=O)c2ccccc2)cc1)C(F)(F)F (stereo not drawn)	13%	-8%	2.8	1371	i	38	-4%	35	3	0.9%	4.8%	i	0.8
Clc1ccc(-c2nc3ccc(Cl)cn3c2CN2CCCCC2)cc1	6%	4%	·	·	i	28	-2%	·	·	0.8%	6.7%	i	0.5
CCOc1cc(CNC(C)C(O)c2ccccc2)cc(Cl)c1OCC (stereo not drawn)	9%	10%	-1.3	464	i	35	7%	12	-5	-1.9%	1.3%	i	0.7
CN(C)C(=S)SSC(=S)N(C)C	?	-3%	-3.7	1108	i	9	?	95	96	?	0.7%	+	48*
CCC(C)n1c(O)c(C=NCCN2CCOCC2)c(=O)[nH]c1=S (stereo not drawn)	-1%	-12%	-0.9	1148	i	25	12%	·	·	0.3%	·	i	0.4
CCC(=Nc1cccc(C(F)(F)F)c1)c1c(O)n(C)c(=O)n(C)c1=O	7%	-11%	0.7	1292	i	15	20%	·	·	0.2%	·	i	0.4
CC(=NCc1ccco1)c1c(O)n(-c2ccccc2C)c(=O)[nH]c1=O	8%	-8%	0.4	1351	i	30	14%	·	·	-0.2%	·	i	0.3
CN1CCN(CC(=O)Nc2ccc([N+](=O)[O-])cc2C(=O)c2ccccc2)CC1	18%	4%	0.3	1577	i	44	15%	11	-5	-0.4%	-1.6%	i	0.2
CCN(CC)C(=O)c1ccc(N2C(=O)C3CC=C(Cl)CC3C2=O)cc1 (stereo not drawn)	-6%	0%	-4.7	952	i	9	15%	9	-3	0.2%	0.1%	i	0.4
